Screening data from PubChem BioAssay.
NS5 inhibitors – flavivirus cap methylation enzyme inhibition – biochemical, confirmation dose response, primary screen (AID 588689); Dengue-2 NS5 methyltransferase capping enzyme assay, biochemical; higher % means a stronger effect; inhibition, % at 25 µM, or IC50 in µM where a hit was titrated; 340,000 compounds, 0.3% hits; in the data active means a potency from the dose series; inconclusive means inhibition above about 29% without an active follow-up result
GPR55 antagonists – inhibition of LPI-stimulated GPR55 beta-arrestin translocation – imaging, U2OS, beta-arrestin-GFP, LPI agonist, primary screen (AID 2013) | U2OS GPR55 beta-arrestin-GFP translocation imaging, LPI antagonism; higher % means a stronger effect | inhibition, % at 10 µM; hits with a dose series show IC50 in µM | 290,000 compounds, 0.13% hits;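 active means spots per cell inhibited over 60%, with over 100 cells counted and total cytoplasm intensity under 500,000; inconclusive means wells with under 100 cells, flagged as likely toxic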;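 further: U2OS cells stably carrying GPR55 and arrestin-GFP stimulated by 5 µM LPI near EC80; imaged beta-arrestin-GFP aggregate spots per cell after agonist stimulation; plate controls were LPI-stimulated DMSO wells for no effect and DMSO wells without LPI for full effect; some results filed as inactive read as strong as hits; confirmed hits need IC50 under 10 µM and bright autofluorescent wells are also inconclusive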
West Nile antiviral – West Nile virus antiviral activity, cell-based, CPE readout (AID 1621). West Nile virus-infected cells, CPE inhibition; higher % means a stronger effect. CPE inhibition, % at 10 µM, or IC50 in µM where a hit was titrated. 290,000 compounds, 0.02% hits; in the data active means a potency from the dose series; inconclusive means CPE inhibition mostly from about 3.7% at the one dose, without a potency; inactive means the rest, 99 in 100 with CPE inhibition below about 2.2%; further: strong numbers were not always called active
GPR55 beta-arrestin – selective activators of receptor GPR55 – imaging, U2OS cells, beta-arrestin-GFP redistribution, primary screen (AID 1961) | U2OS GPR55 beta-arrestin-GFP redistribution imaging; higher % means a stronger effect | activation, % at 10 µM; hits with a dose series show EC50 in µM | 290,000 compounds, 0.048% hits;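 active means activation above 40% with more than 50 cells counted in the well; inconclusive means wells holding fewer than 50 cells, flagged as toxic or sparse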;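 further: U2OS osteosarcoma cells stably expressing GPR55 and beta-arrestin-GFP; plate controls were DMSO negative control for no effect and LPI positive control for full effect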
NOD1 NF-kB reporter – NOD1 signaling inhibitors, primary screen, cell-based, luminescence, uHTS (AID 1578) | NOD1-driven NF-kB luciferase reporter cells, luminescence; higher % means a stronger effect | one-dose inhibition, % at 4 µM; EC50 in µM for titrated hits | 290,000 compounds, 1% hits; in the data active means inhibition mostly above about 36%, no sharp cut-off; inactive means mostly below about 34%;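 further: HEK-293T reporter cells stimulated with the NOD1 agonist gamma-tri-DAP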
HIV peptide binding – cell-free HIV fusion peptide-binding blockers – biochemical, uHTS, fluorescence dequenching, primary screen (AID 1986); 290,000 compounds, 0.3% hits; inhibition, % at 20 µM; hits with a dose series show IC50 in µM; cell-free peptide binding, fluorescence dequenching, 30 min; higher % means a stronger effect; in the data active means inhibition mostly above about 52%, no sharp cut-off; inactive means mostly below about 76%; further: some results filed as inactive read as strong as hits
KOR beta-arrestin-1 – kappa opioid receptor blockers – cell-based, luminescence, uHTS (AID 1778); 290,000 compounds, 0.091% hits; KOR beta-arrestin recruitment, luminescence, antagonist mode; higher % means a stronger effect; one-dose inhibition, % at 10 µM; IC50 in µM for titrated hits; in the data active means inhibition above about 50%; further: strong numbers were not always called active
GPR35 antagonists – inhibition of zaprinast-stimulated GPR35 beta-arrestin translocation – imaging, U2OS, beta-arrestin-GFP, zaprinast agonist, primary screen (AID 2058) | U2OS GPR35 beta-arrestin-GFP translocation imaging, zaprinast antagonism; higher % means a stronger effect | 290,000 compounds, 0.052% hits | inhibition, % at 10 µM; hits with a dose series show IC50 in µM;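 active means inhibition of at least 50% with at least 30 cells and total cytoplasm GFP at most 10,000,000; inconclusive means under 30 cells or total GFP of 10,000,000 plus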
KOR beta-arrestin-2 – kappa opioid receptor activators – cell-based, luminescence, uHTS, primary screen (AID 1777); 280,000 compounds, 0.02% hits; activation, % at 10 µM, or EC50 in µM where a hit was titrated; KOR beta-arrestin recruitment, luminescence; higher % means a stronger effect; in the data active means activation above about 50%, passing the limit was not always enough; further: a part of the inactive calls stands beside numbers as strong as those of hits
NS5 inhibitors pilot replicate – second read-out of NS5 inhibitors, no call of its own (marks repeat the call); inhibition, %; measured here: pilot screen replicate inhibition
Numbers without * were called inactive; ? = inconclusive; / = not tested or not shown; & = joins results of further samples; [ ] = dose if it differs, or a comment. The list is partial. The share of hits here may be higher or lower than overall.

SMILES | NS5 inhibitors | GPR55 antagonists | West Nile antiviral | GPR55 beta-arrestin | NOD1 NF-kB reporter | HIV peptide binding | KOR beta-arrestin-1 | GPR35 antagonists | KOR beta-arrestin-2 | others
COc1ccc(CCN(Cc2cc3cc(C)ccc3[nH]c2=O)C(=O)N2CCCC2)cc1OC | -2% | -4% | 0.0% | -0.3% | 16% | 1.2% | -30% | -2% | 12%
O=c1c2ccccc2ncn1-c1ccc(Cl)cc1 | -12% | 7%&0% | 0.0%&0.9% | -0.2%&0.6% | -2%&-11% | 2.5%&1.1% | 20%&20% | 9%&8% | 1.5%&-3.1%
CC(=O)Oc1ccc(C(=O)Cc2ccccn2)c(O)c1 | 1% | 1% | 1.6% | -0.3% | -19% | 0.8% | -10% | 10% | 5.1%
Cc1noc(C)c1-c1nc(CSc2ccccc2)no1 | 2% | 5% | -0.7% | 0.2% | -1% | -1.1% | -5% | 11% | -2.5%
CCOC(=O)c1ccccc1NC(=O)CSc1nnc(C)c(=O)[nH]1 | 0% | 2% | -0.2% | 0.0% | -46% | 0.3% | -14% | -4% | 0.7%
Cc1cnc(C(=O)Nc2nc(-c3ccccc3)cs2)cn1 | -9% | 1% | -0.1% | -0.5% | -26% | 0.6% | -4% | -5% | 13%
Cc1ccccc1CNC(=O)c1cc(COc2ccc(F)cc2F)on1 | 2% | -4% | -0.7% | -0.3% | -40% | 1.7% | -25% | 1% | 2.2%
CCCc1cc(C(=O)NCc2cccs2)no1 | -2% | 0% | 0.1% | -0.2% | -44% | -2.8% | 14% | -3% | 4.2%
Cc1ccc2cccc(OCc3ccc(F)cc3)c2n1 | -4% | 0% | -0.8% | -0.2% | -26% | -2.1% | -19% | -7% | -1.0% | NS5 inhibitors pilot replicate=0.3
O=C1C2C3C=CC(CC3)C2C(=O)N1/N=C/c1ccc(O)c(O)c1 (stereo unspecified) | 2% | 4% | -0.8% | 0.3% | -26% | 16% | 12% | -5% | -3.3%
COc1ccc2nc(Nc3nc4ccc(NC(C)=O)cc4s3)sc2c1 | -3% | -2% | -0.7% | 0.0% | / | -1.0% | 27% | -16% | -4.7%
O=C(NCCCn1ccnc1)c1cc(-c2ccccc2)on1 | -14% | 9% | ? | 0.2% | -53% | -0.4% | -39%[20 µM] | 1% | -11%
CCCS(=O)(=O)N1CCCC(C(=O)NCCN2CCC(Cc3ccccc3)CC2)C1 (stereo unspecified) | -3% | 6% | -0.6% | 0.0% | 1% | 1.1% | -16% | 13% | 2.3%
O=C(O)c1cc(S(=O)(=O)NC(CO)C(O)c2ccc([N+](=O)[O-])cc2)ccc1Br (stereo unspecified) | -4% | 12% | 0.5% | -0.2% | -15% | 0.1% | -5% | 14% | -0.4%
CN1CCN(NC(=O)Nc2ccc([N+](=O)[O-])cc2)CC1 | -6% | -22% | 0.5% | 0.4% | -18% | -0.7% | 7% | 1% | -0.1%
CCOc1ccc(NC(=O)CNC(=O)c2ccco2)cc1 | -7% | 13% | -0.5% | 0.7% | -33% | 0.6% | -40%[20 µM] | 0% | 12% | NS5 inhibitors pilot replicate=-4.6
CC(=O)Nc1ccc(OC(=O)c2cccnc2)cc1 | -4% | 0% | 1.9% | 0.2% | / | 0.0% | 24% | 9% | -2.1%
c1ccc(-n2cnc3cc(NCc4ccncc4)ccc32)cc1 | 3% | -4% | 0.3% | -0.1% | 14% | -3.5% | 6% | 3% | -2.7%
Cc1cc(C(=O)CSc2n[nH]c(N)n2)c(C)n1C1CC1 | -5% | 12% | 0.1% | 0.3% | -21% | 4.8% | -44% | 0% | 6.7%
O=C(CN(CCc1ccccc1)S(=O)(=O)c1ccc(Cl)cc1)N/N=C/c1ccc2c(c1)OCO2 | 4% | 2% | -1.1% | 0.2% | -15% | -2.6% | 26% | 0% | -4.8%
CCN(CC)S(=O)(=O)c1cccc(C(=O)Nc2cccc(C)c2)c1 | 1% | 15% | 0.0% | -0.1% | -36% | 1.9% | 1% | -3% | 2.9%
Cc1ccc(NC(=O)Cc2nc(CCl)cs2)cc1 | -5% | 5% | -0.6% | 0.6% | -8% | 7.6% | 12% | -6% | 0.3%
O=C(NCCc1ccccc1)C1CC(=O)N(C2CCCC2)C1 (stereo unspecified) | 1% | 10% | 0.0% | -0.1% | 26% | -1.5% | -27% | 12% | -6.9%
Cn1c(SCC(=O)NCc2ccc3c(c2)OCO3)nnc1C1COc2ccccc2O1 (stereo unspecified) | 2% | -2% | 0.2% | -0.1% | -2% | -2.2% | 13% | 12% | 0.6%
S=c1[nH]nc(CNc2cccc(Cl)c2)o1 | 2% | -3% | -0.2% | 0.0% | -19% | -0.5% | -9%[20 µM] | 24% | -3.5%

Overlap with the part before: two entries, then new ones.
SMILES | NS5 inhibitors | GPR55 antagonists | West Nile antiviral | GPR55 beta-arrestin | NOD1 NF-kB reporter | HIV peptide binding | KOR beta-arrestin-1 | GPR35 antagonists | KOR beta-arrestin-2 | others
Cn1c(SCC(=O)NCc2ccc3c(c2)OCO3)nnc1C1COc2ccccc2O1 (stereo unspecified) | 2% | -2% | 0.2% | -0.1% | -2% | -2.2% | 13% | 12% | 0.6%
S=c1[nH]nc(CNc2cccc(Cl)c2)o1 | 2% | -3% | -0.2% | 0.0% | -19% | -0.5% | -9%[20 µM] | 24% | -3.5%
Cc1[nH]n(C(N)=S)c(=O)c1N=Nc1ccc([N+](=O)[O-])cc1Cl | 14% | 0% | 1.4% | -0.2% | -7% | 32% | 13% | 14% | -4.4%
Cc1ccc(S(=O)(=O)NCC2CCCO2)cc1 (stereo unspecified) | -3% | 12% | -0.4% | -0.1% | -13% | 2.6% | 5% | 0% | 3.6%
O=C(Nc1sccc1C(=O)NCc1ccco1)c1cccnc1 | -20% | 1% | -0.3% | 0.3% | -15% | 10% | 0% | -22% | -5.2%
Cc1cccc(NCC(=O)N/N=C/c2ccc(Br)cc2)c1 | -5% | 5% | 0.2% | -0.1% | -10% | -2.8% | -23%[20 µM] | 10% | /
COc1ccc(S(=O)(=O)NCCN2CCOCC2)cc1[N+](=O)[O-] | 9% | -7% | 0.0% | 0.2% | -30% | 0.3% | -2% | 4% | -0.2%
COc1cc(NC(=O)c2cccs2)c(C(=O)OCC(=O)NC(=O)NCc2ccccc2)cc1OC | 5% | 3% | -0.1% | -0.1% | 17% | -1.8% | 18% | 12% | -3.7%
COc1ccc(Cn2c(-c3ccccc3)nc3c(c(=O)c4ccccc4n3C)c2=O)cc1 | -9% | 14% | -0.7% | 0.3% | -16% | 0.8% | 2% | -12% | -0.5%
O=C(Cn1cc([N+](=O)[O-])cn1)N1CCN(Cc2ccc3c(c2)OCO3)CC1 | 3% | 2% | -0.8% | 0.6% | -15% | 0.8% | -16% | -7% | -4.7%
COC(=O)c1ccc(COC(=O)C(CCS(C)(=O)=O)N2C(=O)c3ccccc3C2=O)cc1 (stereo unspecified) | -3% | 0% | -0.5% | -0.1% | -7% | -0.5% | 14% | 3% | -3.9%
CCCCNC(=O)c1nn2cc(Br)cnc2c1Br | / | 3% | 0.2% | ? | -20% | 3.4% | 0% | -4% | -4.0%
Cc1ccc(N(CC(=O)NC2CCCCC2)C(=O)CNC(=O)c2cccs2)cc1 | -15% | -5% | -0.1% | 0.2% | -27% | -0.6% | -1% | 0% | -5.5%
N#C/C(=C\c1ccccc1)c1n[nH]c(Cn2cncn2)n1 | -3% | -7% | -0.2% | 0.0% | 7% | -3.9% | -14% | 10% | 1.9%
Cc1ccc(NCc2nnc(SCC(=O)OC3CCCCC3)o2)c(C)c1 | -2% | 14% | -0.5% | -0.1% | -44% | 4.6% | 20% | 4% | -0.6%
CCOc1ccc(NCc2cc3cc(OC)ccc3[nH]c2=O)cc1 | 9% | 9% | -1.1% | 0.6% | 0% | 3.4% | -11% | 9% | 3.2%
Cc1cc(C)c(C)c(S(=O)(=O)N2CCN(CC(=O)NC(=O)NCc3ccccc3)CC2)c1C | -9% | 11% | -0.2% | -0.3% | -3% | 0.1% | -3% | 16% | 6.4%
COc1ccc(CCNC(=O)CNC(=O)Cn2ccc3ccccc3c2=O)cc1OC | 4% | 12% | -0.1% | 0.0% | 0% | -1.0% | 12% | 2% | -3.6%
O=C(CSc1ccccc1)Nc1ccccc1N1CCOCC1 | -2% | 4% | -0.1% | 0.0% | 19% | -0.5% | 35% | 1% | -4.3%
C#CC(CC)(CC)NC(=S)Nc1cccc(C(C)=O)c1 | -1% | 8% | -0.2% | -0.3% | 1% | 4.0% | 9% | -8% | 7.6%
COc1cc2[nH]c(C(=O)NCCc3ccccc3)cc2c(OC)c1OC | -2% | -9% | 0.8% | -0.1% | -4% | -0.9% | 13% | -2% | -6.2%
COc1ccc(-c2cc(C(=O)NCCc3ccccc3)no2)cc1OC | 1% | 8% | -0.4% | -0.2% | 20% | -3.3% | -18% | 28% | 0.9%
O=C(O)CCNS(=O)(=O)c1ccc2ccccc2c1 | 3% | 10% | 0.6% | 0.3% | 2% | 1.3% | -17% | 12% | 1.3%
CC(C)N=C(NC#N)SCc1ccccc1 | -15% | -2% | -0.2% | -0.1% | 4% | -1.4% | -4% | -4% | 3.5%
O=C(CN1CCN(c2ccccc2)CC1)NCc1ccc(F)cc1 | 1% | -13% | -0.7% | 0.0% | -9% | -0.4% | -20% | -1% | 2.3%
COc1cc2c(cc1OC)C(c1cc3cc4c(cc3[nH]c1=O)OCO4)N(C(=O)C(C)C)CC2 (stereo unspecified) | -7% | 8% | 0.5% | 0.4% | 9% | -2.6% | -5% | 15% | -3.0%
COc1ccc(/C=C2\N=C3CCCN3C2=O)cc1 | -18% | 4% | -0.1% | 0.3% | -2% | 0.5% | 5% | -6% | 3.6%
SMILES | NS5 inhibitors | GPR55 antagonists | West Nile antiviral | GPR55 beta-arrestin | NOD1 NF-kB reporter | HIV peptide binding | KOR beta-arrestin-1 | GPR35 antagonists | KOR beta-arrestin-2 | others
C=CCNCCOc1ccccc1-c1ccccc1 | 1% | 7% | -0.7% | -0.4% | -28% | 1.0% | / | -1% | -0.9%
Nc1nc(SCc2ccccc2)ns1 | 4% | 11% | 0.1% | -0.2% | / | -2.2% | 21% | -10% | 1.7%
O=[N+]([O-])c1ccc2nc(CCCc3nc4ccc([N+](=O)[O-])cc4[nH]3)[nH]c2c1 | -1% | -15% | 1.9% | 0.0% | -38% | 0.4% | -28%[20 µM] | 0% | -3.3%
CC(C)CN(CC(C)C)C(=O)Nc1cccc([N+](=O)[O-])c1 | -14% | 11% | -0.6% | -0.9% | -8% | -1.3% | -19% | -1% | -1.3%
Nc1nc(O)c(CC(=O)O)s1 | -1% | 16% | 0.0% | 0.2% | 0% | -0.1% | 21% | 20% | 0.3%
CCC(=O)Nc1nc(=S)ss1 | -15% | 4% | 0.3% | -0.1% | 10% | 2.3% | / | 4% | -4.3%
